GPR55 beta-arrestin: GPR55 agonists via beta-arrestin recruitment, primary screen, imaging, U2OS cells, beta-arrestin-GFP redistribution (AID 1961); G-protein coupled receptor 55 (Homo sapiens); U2OS GPR55 beta-arrestin-GFP redistribution imaging; higher % means a stronger effect; activation, % at 10 µM; hits with a dose series show EC50 in µM; 0.048% of 290,000 active;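 active = activation above 40% with more than 50 cells counted in the well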;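 note: U2OS osteosarcoma cells stably expressing GPR55 and beta-arrestin-GFP; plate controls were DMSO negative control for no effect and LPI positive control for full effect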
HEK293 NOD2/NF-kB: NOD2 signaling inhibitors, cell-based, luminescence, uHTS, HEK293 (AID 1566) | HEK293 NOD2/NF-kB luciferase reporter, luminescence; higher % means a stronger effect | one-dose inhibition, % at 4 µM; EC50 in µM for titrated hits | 0.63% of 290,000 active; note: many of its hits are not listed in these tables
KOR beta-arrestin-1: KOR antagonists, beta-arrestin recruitment, cell-based, luminescence, uHTS (AID 1778). KOR beta-arrestin recruitment, luminescence, antagonist mode; higher % means a stronger effect. 0.091% of 290,000 active. one-dose inhibition, % at 10 µM; IC50 in µM for titrated hits; note: strong numbers were not always called active
Yfh1-depleted yeast: enhancers of respiration in Yfh1-depleted yeast, dose response, Friedreich's ataxia, plus single-dose screen (AID 1465) | fold induction at 50 µM, or EC50 in µM where a hit was titrated | 0.074% of 220,000 active | S. cerevisiae Yfh1-off respiration, WST-1 reduction, 72 h; higher fold induction means a stronger effect;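 active = fold induction of absorbance versus untreated yeast above a set limit, then at least 30% activation at any dose in follow-up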;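 note: activators that raise dye reduction in frataxin-depleted yeast; strong numbers were not always called active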
NTR1 ag: agonists of NTR1, primary screen, imaging, U2OS cells, beta-arrestin-GFP, high content (AID 493036). Neurotensin receptor type 1 (Homo sapiens), P30989. NTR1-U2OS beta-arrestin-GFP spot imaging, agonist mode. 0.17% of 330,000 active. activation, % at 20 µM;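 active = activation at or above 40% of the spot to cytoplasm intensity ratio, with at least 20 cells analyzed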;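 note: 0% = DMSO without peptide and 100% = 100 nM NTR1 peptide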
Target sequence (P30989 whole entry, looked up): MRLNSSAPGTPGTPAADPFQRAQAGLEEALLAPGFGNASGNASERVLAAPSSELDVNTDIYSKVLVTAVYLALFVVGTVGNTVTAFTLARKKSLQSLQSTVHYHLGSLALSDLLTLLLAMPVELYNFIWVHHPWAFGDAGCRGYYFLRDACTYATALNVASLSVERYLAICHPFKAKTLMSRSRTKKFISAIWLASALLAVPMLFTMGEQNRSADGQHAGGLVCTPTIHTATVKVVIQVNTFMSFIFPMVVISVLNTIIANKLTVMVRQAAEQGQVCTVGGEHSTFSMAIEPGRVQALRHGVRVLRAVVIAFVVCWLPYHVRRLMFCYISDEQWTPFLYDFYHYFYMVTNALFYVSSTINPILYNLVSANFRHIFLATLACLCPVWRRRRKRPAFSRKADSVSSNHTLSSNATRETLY
KOR beta-arrestin-2: KOR agonists, beta-arrestin recruitment, primary screen, cell-based, luminescence, uHTS (AID 1777); Kappa-type opioid receptor (Homo sapiens); KOR beta-arrestin recruitment, luminescence; higher % means a stronger effect; one-dose activation, % at 10 µM; EC50 in µM for titrated hits; 0.02% of 280,000 active; in the data active = activation above about 50%, passing the limit was not always enough; note: a part of the inactive calls stands beside numbers as strong as those of hits
TNAP activators: human TNAP enzyme activators, primary screen, biochemical, luminescent, no phosphate acceptor, uHTS (AID 1001); Alkaline phosphatase, tissue-nonspecific isozyme (Homo sapiens); purified TNAP, luminescent activation assay, no phosphate acceptor; higher activation fold means a stronger effect; activation fold at 20 µM, or EC50 in µM where a hit was titrated; 0.03% of 200,000 active; in the data active = activation fold from about 3, or a potency from the dose series; inactive = the rest, 99 in 100 with activation fold below about 1.6; note: many of its hits are not listed in these tables
CSM14.1 death rescue: rescue of cells from ER stress-induced death, primary screen, 384-well, CSM14.1, thapsigargin, ATP luminescence (AID 1222); CSM14.1 thapsigargin-induced death rescue, ATP luminescence; higher % means a stronger effect; one-dose cellular ATP content (survival), % at 20 µM; EC50 in µM for titrated hits; 190,000 tested, under 10 active;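 active = EC50 below 50 µM in the dose-response confirmation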;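 note: death triggered by thapsigargin at about 15 µM added after 2 h compound pretreatment; cell ATP read after overnight thapsigargin exposure of roughly 18 to 22 hours; normalized against plate controls of thapsigargin alone and 5% DMSO vehicle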
NOD1 inhibition: NOD1 signaling inhibitors, primary screen, cell-based, luminescence, uHTS (AID 1578) | NOD1-driven NF-kB luciferase reporter cells, luminescence; higher % means a stronger effect | one-dose inhibition, % at 4 µM; EC50 in µM for titrated hits | 1% of 290,000 active; in the data active = inhibition mostly above about 36%, no sharp cut-off; inactive = mostly below about 34%;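 note: HEK-293T reporter cells stimulated with the NOD1 agonist gamma-tri-DAP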
NTR1 ag cell count 20 µM: second read-out of NTR1 ag, no call of its own (marks repeat the call); cell count; measured here: cell count, cytotoxicity flag
* hit, by the source's call; i = inactive; x = not tested or not shown; [ ] = remark or other dose. Cut-off read from the data, not from the text of the source, unless noted: active = inhibition above about 50%; inactive = the rest. An excerpt; the hit share may differ from the screen's.

Structure	GPR55 beta-arrestin	HEK293 NOD2/NF-kB	KOR beta-arrestin-1	Yfh1-depleted yeast	NTR1 ag	NTR1 ag cell count 20 µM	KOR beta-arrestin-2	TNAP activators	CSM14.1 death rescue	NOD1 inhibition
O=C(Nc1ccc2c(c1)OCO2)NC1CCN(Cc2ccccc2)CC1	-0.1%	-10.1%	-21.1%	i	-1.8	57	1.6%	1.1	-1.8%	x
Cc1ccsc1C=Nc1c(C)n(C)n(-c2ccccc2)c1=O	-0.1%	1.5%	-36.2%	i	-0.2	63	4.0%	1.1	-2.5%	-11.0%
COc1ccc(C(=O)N/C(=C\c2ccco2)C(=O)NC2CCS(=O)(=O)C2)cc1 (stereo not drawn)	0.1%	9.5%	5.2%	i	1.1	38	-5.3%	1.1	-0.4%	-19.6%
O=C1C2C3C=CC(C3)C2C(=O)N1c1cccc(-c2nc3ccccc3o2)c1 (stereo not drawn)	-0.2%	-4.8%	-18.9%	i	1.0	44	-1.7%	1	0.4%	-42.7%
COc1ccc2cc(C3(C)NC(=O)N(CC(=O)NCCC4=CCCCC4)C3=O)ccc2c1 (stereo not drawn)	-0.1%	-5.2%	12.2%	i	3.4	80	0.5%	1.2	-1.1%	-15.4%
N#Cc1ccccc1NC(=O)Nc1cccc(Cl)c1	0.0%	-2.1%	10.8%	i	-0.9	73	-3.3%	1.1	-2.3%	-23.4%
Cc1ccc(OCC(=O)n2cnnc2N)c(C)c1	-0.1%	-14.5%	12.6%	i	-0.6	65	1.1%	1.1	-3.4%	x
CC(C)Oc1ccc(Cn2c(=O)oc3ccccc32)cc1	-0.1%	2.5%	11.7%	x	0.9	44	0.4%	x	x	-4.1%
Cc1ccc(C)c(NC(=O)c2cc(-c3cc(C)ccc3O)n[nH]2)c1	-0.2%	-46.3%	-6.6%	x	11.0	95	26.3%	x	x	-4.6%
NNC(=O)c1n[nH]c(=O)c2ccccc12	-0.1%	9.6%	8.8%	i	-0.2	61	-1.5%	x	x	-4.7%
COc1ccc(S(=O)(=O)N2CCC(O)(c3cccnc3)CC2)cc1OC	-0.1%	12.5%	11.7%	i	-0.5	47	1.6%	1.1	3.1%	-28.1%
CC(C)CC(NC(=O)C(NC(=O)C1OC2OC(C)(C)OC2C2OC(C)(C)OC12)C(C)C)C(=O)O (stereo not drawn)	1.1%	-2.8%	8.8%	i	0.7	36	-1.3%	1	-0.9%	-30.2%
CC(C)Cc1nnc(NC(=O)CN2C(=O)NC3(CCCCC3)C2=O)s1	0.3%	6.8%	-5.1%	x	2.0	66	-2.5%	x	x	-22.2%
CCO[C@@H]1OC(C(=O)N2CCN(Cc3ccccc3)CC2)=C[C@H](C)[C@H]1CCCO	-0.2%	10.5%	-16.0%	i	-0.9	61	1.8%	1	-0.1%	-23.8%
COC(=O)N/N=C\c1c(C)[nH]n(-c2ccccc2)c1=O	-0.2%	6.0%	-21.1%	i	0.4	55	-4.7%	1.1	0.0%	-30.0%
O=c1cc(-c2ccc(O)cc2)oc2ccccc12	0.5%	-117.4%	8.0%	i	-0.2	97	80.0%	1	2.9%	-61.8%
Cc1cc(/C=C2\SC(=S)NC2=O)c(C)n1-c1ccccc1	-0.2%	10.8%	12.0%	i	-1.2	64	3.9%	x	x	-12.6%
N/C(=N\OC(=O)c1ccc2ccccc2c1)c1ccncc1	-0.1%	-204.9%	5.4%[20 µM]	i	1.6	88	x	1	-1.9%	0.8%
O=C(COc1ccccc1C(=O)O)NC1CCCc2ccccc21 (stereo not drawn)	0.0%	22.8%	17.5%	i	4.3	63	-4.1%	1.1	-0.4%	-17.4%
O=C(O)CCSc1nnc(COc2cccc3ccccc23)n1-c1cccc(Cl)c1	0.3%	7.3%	-34.8%	i	-0.6	73	-3.3%	1	0.9%	-24.1%

Arranged by value in NOD1 inhibition (descending): 3 from the list above
smiles,NOD1 inhibition
N/C(=N\OC(=O)c1ccc2ccccc2c1)c1ccncc1,0.8%
N#Cc1ccccc1NC(=O)Nc1cccc(Cl)c1,-23.4%
O=c1cc(-c2ccc(O)cc2)oc2ccccc12,-61.8%

(next part)
Structure	GPR55 beta-arrestin	HEK293 NOD2/NF-kB	KOR beta-arrestin-1	Yfh1-depleted yeast	NTR1 ag	NTR1 ag cell count 20 µM	KOR beta-arrestin-2	TNAP activators	CSM14.1 death rescue	NOD1 inhibition
CCn1c(=O)n(CC)c2cc(NC(=O)c3ccccc3Cl)ccc21	-0.1%	9.3%	11.2%	x	0.0	63	2.2%	x	x	-29.0%
COc1ccc(-c2nc(CN3CCN(C(=O)c4ccco4)CC3)c(C)o2)c(F)c1	-0.1%	15.7%	28.4%	x	1.2	63	-3.6%	x	x	-10.9%
CCc1ccc(/C=N/NC(=O)c2c[nH]c3ccccc23)s1	-0.3%	18.5%	9.3%	i	-0.8	54	2.9%	1	-6.2%	6.0%
O=C(COC(=O)CCc1ccccc1)Nc1cc(S(=O)(=O)N2CCOCC2)ccc1N1CCCC1	0.7%	-6.9%	11.8%	i	0.5	35	-2.5%	1.1	-0.4%	-35.6%
O=C(NCCc1ccccc1)C1CCN(S(=O)(=O)c2cccc3nsnc23)CC1	-0.3%	-12.2%	4.5%	x	-1.1	62	-1.7%	1	2.2%	-16.5%
O=S(=O)(Nn1cnnc1)c1ccccc1Cl	-0.2%	3.4%	24.9%	i	-0.5	53	3.7%	1.1	-2.6%	-13.8%
O=C(O)c1ccc(-c2ncc[nH]2)cc1	0.2%	-18.1%	-26.2%	i	1.2	59	13.4%	1	x	-38.8%
Cn1c(=O)c2c(nc(CN3CCc4ccccc4C3)n2Cc2ccccc2F)n(C)c1=O	-0.1%	15.0%	11.9%	i	3.7	33	-0.7%	1	-1.8%	8.8%
COc1ccc(Nc2ccc(C(N)=O)cc2[N+](=O)[O-])cc1	0.4%	13.4%	-4.8%	i	1.4	57	-5.6%	0.9	-6.2%	5.8%
CCCOc1ccc(C2NC(=S)NC(c3ccccc3)=C2C(=O)Nc2ccc(C)cc2)cc1OC (stereo not drawn)	-0.1%	-18.5%	13.9%	>100µM*	1.3	46	6.8%	1	0.6%	-10.3%
O=C(CN1C(=O)NC2(CCCC2)C1=O)Nc1ccc(F)c([N+](=O)[O-])c1	-0.2%	-10.3%	6.4%	x	-0.9	31	-3.4%	x	x	-35.8%
COc1ccc(N2CCN(CC(O)COc3cc(C)cc(C)c3)CC2)cc1 (stereo not drawn)	0.0%	-9.6%	4.1%	x	1.8	85	0.9%	x	x	-7.6%
COc1cc(NC(=O)CN2CCN(c3ccccc3F)CC2)cc(OC)c1	0.2%	4.8%	5.6%	i	-1.3	39	3.1%	1	0.1%	-13.5%
Cc1ccc(C)c(S(=O)(=O)N2CCCOC2CNC(=O)C(=O)NCc2ccncc2)c1 (stereo not drawn)	0.1%	11.8%	2.5%	i	0.7	91	-1.0%	1.2	x	-30.3%
CCCc1nnc(NC(=O)CSc2nnc(-c3ccco3)n2C)s1	-0.2%	1.0%	-13.3%	x	-0.2	51	1.6%	x	x	-15.6%
O=C(CNS(=O)(=O)c1ccccc1)Nc1ccccc1Br	0.3%	1.1%	13.9%	x	-0.6	58	1.2%	x	x	-28.3%
COCCCn1c(C)nnc1-c1cnn(-c2ccccc2)c1N	-0.3%	6.9%	23.2%	i	3.1	55	-7.6%	1.2	1.2%	-18.6%
Cc1ccc(C)c(SCC(=O)OCC(=O)Nc2ncc(C(F)(F)F)cc2Cl)c1	-0.1%	3.1%	-13.5%	i	0.5	82	-4.2%	1	-4.4%	-13.2%
Cc1ccc(O/C=C2\OC(=O)c3ccccc32)cc1	0.4%	-4.7%	-20.5%	i	1.9	76	21.6%	1	-1.4%	-20.3%
O=C(NCc1csc(-c2ccccc2)n1)c1cc(F)cc2c1OCOC2	-0.2%	-39.2%	-9.0%	i	1.6	58	-2.3%	x	x	-6.1%
CCN(CC(=O)Nc1ccc(NC(C)=O)cc1)C(=O)Cc1c(Cl)cccc1Cl	-0.1%	-6.9%	1.2%	x	-0.6	59	-3.5%	x	x	-46.9%
O=C1c2ccccc2-c2nccnc21	0.2%	1.8%	-29.5%	i	-0.6	89	5.1%	1.1	-0.1%	-14.1%
CC1CCc2c(sc(/N=C/c3ccco3)c2C(N)=O)C1 (stereo not drawn)	-0.2%	-63.5%	3.5%	i	1.4	24	-1.2%	x	x	3.3%
CC(=O)c1cc2c(cc1NC(=O)c1cnc(C)cn1)OCO2	-0.2%	14.1%	9.5%	i	1.8	79	-3.8%	1.1	-0.8%	7.2%
O=C(CCc1nnc2n(CCc3ccccc3)c(=O)c3ccccc3n12)NCCCN1CCCCC1	0.3%	8.0%	34.9%	x	0.4	70	-2.8%	x	x	-14.0%
CC(O)(CS(=O)(=O)Cc1ccccc1)c1ccccc1 (stereo not drawn)	0.0%	-15.1%	35.7%	x	0.9	94	-0.3%	x	x	9.9%
CC12CC3CC(C)(C1)CC(CN)(C3)C2	-0.1%	-77.9%	14.7%	i	-0.4	35	0.0%	1.2	1.1%	3.4%
COc1cccc(CCNC(=O)c2cc(COc3c(F)cccc3F)on2)c1	-0.1%	15.3%	-29.3%	x	-0.9	50	6.8%	x	x	-4.5%
Cc1cc(F)ccc1NC(=O)c1cc(S(=O)(=O)N2CCOCC2)cn1C	0.5%	8.7%	0.8%[20 µM]	x	-2.1	46	x	x	x	-14.4%
O=C(Nc1ccc2oc(-c3ccccc3Cl)nc2c1)c1cncc(Br)c1	-0.3%	-23.5%	-20.9%	i	5.2	95	4.1%	1.1	-0.9%	-117.4%
COc1ccc(C(=O)Nc2ccc3c(c2)n(C)c(=O)n3C)cc1OC	0.8%	0.7%	7.9%	x	-0.4	53	0.6%	x	x	-38.6%
Cc1nc(N)sc1-c1csc(NCc2ccccc2)n1	0.0%	14.8%	-9.6%	i	-1.3	48	-3.8%	1.1	-2.7%	7.1%
CCCN(C(=O)CSCC(=O)Nc1cccc(C)c1)c1c(N)n(Cc2ccccc2)c(=O)[nH]c1=O	-0.1%	-1.1%	11.7%	x	0.5	55	5.7%	x	x	-30.4%
CCn1c(CNC(=O)c2cccs2)nnc1SCC(=O)NCCc1ccccc1	-0.2%	14.1%	24.0%	i	x	x	-1.8%	1.1	-2.7%	-21.3%
NNC(=O)[C@H](Cc1ccccc1)NC(=O)Nc1ccc2c(c1)OCCO2	-0.2%	3.9%	12.9%	i	0.5	48	-5.8%	x	x	-7.4%
